Bioassay records deposited in PubChem by National Center for Advancing Translational Sciences (NCATS).
D2 agonist: HTS Assay for Allosteric Agonists of the Human D2 Dopamine Receptor: Primary Screen for Agonists; D(2) dopamine receptor (Homo sapiens), P14416; HEK293 T-REx D2 cells, calcium flux agonist mode; activation, % at 2 µM; hit rate 0.53% among 340,000; AID 485358, 2010;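 active means activation over 3 SD above normal in the single-dose calcium agonist read, cut at about 30% in these data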; further: 0% is about no effect
Target sequence (P14416 whole entry, looked up): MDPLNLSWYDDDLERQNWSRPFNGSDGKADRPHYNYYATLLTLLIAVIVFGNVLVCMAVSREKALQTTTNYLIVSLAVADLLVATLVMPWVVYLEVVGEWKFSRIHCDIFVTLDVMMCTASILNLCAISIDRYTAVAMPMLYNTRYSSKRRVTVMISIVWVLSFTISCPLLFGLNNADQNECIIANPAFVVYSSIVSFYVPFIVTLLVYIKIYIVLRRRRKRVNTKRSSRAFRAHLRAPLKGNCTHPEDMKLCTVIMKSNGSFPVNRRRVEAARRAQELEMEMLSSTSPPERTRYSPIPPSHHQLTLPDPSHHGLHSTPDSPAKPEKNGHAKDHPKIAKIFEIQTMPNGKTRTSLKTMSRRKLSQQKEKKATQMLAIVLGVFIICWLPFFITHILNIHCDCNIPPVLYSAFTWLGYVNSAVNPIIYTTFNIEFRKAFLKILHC
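In this primary screen, compounds producing a positive calcium signal within 180 s of addition to tetracycline-induced, force-coupled HEK293 Trex D2 cells are flagged; cells are dye-loaded with a no-wash calcium kit beforehand.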
RXFP1 antagonist: qHTS Assay for Antagonists of the Relaxin Receptor RXFP1. activity change, negative = inhibition, % at 57.5 µM. HEK293-RXFP1, relaxin-stimulated cAMP HTRF, 30 min; hits give low values. hit rate 0.59% among 350,000. Relaxin receptor 1 (Homo sapiens), Q9HBX9;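 active means activity change of -60% or lower, but not beyond a set lower limit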; further: on the % scale 0 is the no-effect control and ±100 the full control effect
D1 PAM: Potentiators of Human D1 Dopamine Receptor: qHTS | HEK293 TREx D1 cells, calcium flux, dopamine EC20 potentiation | potentiation, % at 10 µM | D(1A) dopamine receptor (Homo sapiens), P21728 | hit rate 0.036% among 360,000; in the data active means potentiation above about 30%; further: 0% is about no effect
Target sequence (P21728 whole entry, looked up): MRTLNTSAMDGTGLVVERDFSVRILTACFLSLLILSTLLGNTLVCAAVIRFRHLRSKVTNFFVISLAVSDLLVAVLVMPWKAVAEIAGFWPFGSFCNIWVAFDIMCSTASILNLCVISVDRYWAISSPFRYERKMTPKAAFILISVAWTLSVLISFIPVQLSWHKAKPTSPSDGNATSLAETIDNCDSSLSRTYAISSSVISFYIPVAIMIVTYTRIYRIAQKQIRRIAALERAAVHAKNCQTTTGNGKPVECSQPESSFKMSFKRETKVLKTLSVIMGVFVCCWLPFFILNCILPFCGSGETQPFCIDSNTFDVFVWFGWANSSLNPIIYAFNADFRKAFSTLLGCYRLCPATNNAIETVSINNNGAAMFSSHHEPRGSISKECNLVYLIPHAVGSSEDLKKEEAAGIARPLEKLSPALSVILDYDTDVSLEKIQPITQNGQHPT
D1 ag: Allosteric Agonists of the Human D1 Dopamine Receptor: qHTS; hit rate 1% among 360,000; HEK293 T-REx D1 cells, calcium flux, agonist mode; activation, % at 2 µM; AID 504660, 2011; D(1A) dopamine receptor (Homo sapiens), P21728; further: 0% is about no effect
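Inducible HEK293 T-REx D1 cells, force-coupled to calcium signalling, were plated at 4000 cells/well with tetracycline and held overnight at 30 C. After no-wash calcium dye loading, compound-evoked calcium rise over 180 s flagged agonists.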
D2 potentiator: HTS Assay for Positive Allosteric Modulators of the Human D2 Dopamine Receptor: Primary Screen for Potentiators; D(2) dopamine receptor (Homo sapiens), P14416; potentiation, % at 10 µM; hit rate 0.34% among 340,000; HEK293 T-REx D2, calcium flux, EC20 dopamine potentiation;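 active means potentiation over 3 SD above the plate norm, cut at about 30% in these data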; further: 0% is about no effect
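Potentiation of an EC20 dopamine calcium response is measured in a force-coupled, tetracycline-inducible Hek293 Trex D2 line. Compound-only kinetic reads over 180 s flag agonists before dopamine addition.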
D2 antagonist: HTS Assay for Allosteric Antagonists of the Human D2 Dopamine Receptor: Primary Screen for Antagonists; D(2) dopamine receptor (Homo sapiens), P14416; HEK293 TREx D2 cells, calcium flux, dopamine EC80; inhibition, % at 10 µM; hit rate 2% among 340,000; AID 485344, 2010; in the data active means inhibition above about 30%; further: 0% is about no effect
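Calcium mobilization kinetics were recorded at 1 s intervals in tetracycline-induced HEK293 T-REx D2 cells, first for 180 s after compound addition and then 180 s after EC80 dopamine.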
TRHR enhancer: qHTS for Small Molecule Agonists and Allosteric Enhancers of Human TRH Receptor: Primary Screen for Enhancers. Thyrotropin-releasing hormone receptor (Homo sapiens), P34981. TRHR cells, fluo-8 calcium fluorescence, EC20 TRH enhancement. enhancement, % at 2 µM. hit rate 0.66% among 360,000; in the data active means enhancement above about 30%; further: 0% is about no effect
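TRHR-expressing cells loaded with fluo-8 calcium dye were read kinetically (ex 480/em 530) during compound addition, then stimulated with an EC20 of TRH (10 nM final). Enhancement of the Gq-mediated intracellular calcium response was scored.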
D1 antag: Antagonist of Human D 1 Dopamine Receptor: qHTS | HEK293 TREx D1 cells, calcium flux, dopamine EC80; hits give low values | activity change, negative = inhibition, % at 10 µM | hit rate 3.2% among 360,000 | AID 504652, 2011; in the data active means activity change below about -30%; further: on the % scale 0 is the no-effect control and ±100 the full control effect
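Antagonism measured as reduced calcium response to an EC80 dopamine addition following 180 s compound pre-read; cells were inducible HEK293 Trex D1 plated overnight at 30 C, read kinetically at 1 cycle/sec.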
TRHR ag: qHTS for Small Molecule Agonists and Allosteric Enhancers of Human TRH Receptor: Primary Screen for Agonists. hit rate 0.18% among 360,000. activation, % at 2 µM. TRHR cells, calcium flux fluo-8, FDSS agonist mode; further: 0% is about no effect
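Steps: seed TRHR cells overnight; add fluo-8 no-wash Ca dye, RT 30 min–1.5 h; record 10 s baseline; pin-transfer compounds; monitor fluorescence 1 cycle/s for the agonist window. Calcium increases flag candidate agonists.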
The depositor's hits bear a star; . = not tested or not shown; & = joins results of further samples; ! = repeats disagree. Unless noted, no stated cut-off is given here; in the data, active means activation above about 30%; inactive means the rest.

SMILES	D2 agonist	RXFP1 antagonist	D1 PAM	D1 ag	D2 potentiator	D2 antagonist	TRHR enhancer	D1 antag	TRHR ag
O=C(N/N=C/c1ccc([N+](=O)[O-])cc1)c1c[nH]c2ccccc12	-9.1	-2	3	0	-1	15	10	1	-0.6
CCOC(=O)CNC(=O)CSc1ccc(-c2nc3ccccc3[nH]2)cn1	1.4	-3	-6	3	-12	12	-3	20	-0.3
Cc1cccc(-c2nn3c(=O)cc(CN4CCN(C(=O)/C=C/c5ccccc5)CC4)nc3s2)c1	0.5	.	-3	1	-6	.	0	-9	-0.5
Cc1ccc(-c2nc3ncccc3o2)cc1NC(=O)c1cccs1	-0.6	-6	5	0	5	6	-1	2	-0.2
CCN(CC)CCCNC(=O)Cn1nc(N2CCN(c3ccccc3OC)CC2)ccc1=O	0.1	1	1	3	-5	.	-2	-27	0.3
Cc1cc(NC(=O)c2ccc(S(=O)(=O)Nc3ccccc3)cc2)no1	0.8	4	3	7	10	-21	-2	10	0.9
COc1cccc(/C=N/NC(=O)CNC(=O)c2ccc(S(=O)(=O)N3CCOCC3)cc2)c1OC	-0.3	-4	3	-2	-28	0	2	-22	0.7
COc1ccccc1C(CNC(=O)CNC(=O)c1ccccc1Cl)N1CCCC1 (stereo not drawn)	1.3	7	-2	3	5	-5	2	-45*	1.7
COc1ccc(-n2nnnc2SCC(=O)c2ccc(O)c(O)c2)cc1	-0.3	-10	-4	3	.	2	7	-8	-4.0
COCCNS(=O)(=O)c1ccccc1	1.0	0	-18	2	7	3	0	-20	-0.5
Cc1ccccc1NC(=O)NCC1CCCO1 (stereo not drawn)	0.0	-6	-3	2	-2	1	-3	-2	0.6
Cc1ccc(S(=O)(=O)/N=C(/Nc2c(C)n(C)n(-c3ccccc3)c2=O)c2ccccc2)cc1	0.8	-11	-3	0	-6	-2	-5	2	0.1
COc1ccc(S(=O)(=O)N2CCOCC2)cc1NC(=O)/C=C/c1ccccc1	.	6	-2	2	.	.	-7	12	-0.2
CC(=O)Nc1ccc(Oc2cc(N)cc([N+](=O)[O-])c2)cc1	.	-7	-1	2	.	.	17	-8	0.3
Cc1oc(-c2ccc3c(c2)OCCO3)cc1C(=O)NC(CCC(=O)O)C(=O)O (stereo not drawn)	-0.4	2	2	1	13	17	0	-11	-0.1
O=C(CSc1n[nH]c(-c2cccnc2)n1)Nc1cccc(Cl)c1	0.2	-8	.	6	13	15	-2	7	-1.0
COc1ccc(C)cc1Nc1c2c(nc3ccccc13)CCC2	-1.3&-0.1	-38&-13	-10&-2	6&9	-9&-9	19	-5&-1	-55*!	1.1&0.2
Cc1ccc(NC2=NCC(=O)N2C2CCCC2)cc1	0.6	11	-2	0	5	0	2	-4	-0.1
COc1ccc(C2CC(c3ccccc3)=NN2C(=O)CCC(=O)O)cc1 (stereo not drawn)	0.2	-4	-3	2	6	8	33*	1	1.2
O=C(Nc1ccc(Cl)c(S(=O)(=O)N2CCCC2)c1)c1nn(CCO)c(=O)c2ccccc12	1.4	-27	-4	1	-3	6	5	7	0.6

In the list so far, 3 have an aryl thioether with sulfur outside any ring:
SMILES	D2 agonist	RXFP1 antagonist	D1 PAM	D1 ag	D2 potentiator	D2 antagonist	TRHR enhancer	D1 antag	TRHR ag
CCOC(=O)CNC(=O)CSc1ccc(-c2nc3ccccc3[nH]2)cn1	1.4	-3	-6	3	-12	12	-3	20	-0.3
COc1ccc(-n2nnnc2SCC(=O)c2ccc(O)c(O)c2)cc1	-0.3	-10	-4	3	.	2	7	-8	-4.0
O=C(CSc1n[nH]c(-c2cccnc2)n1)Nc1cccc(Cl)c1	0.2	-8	.	6	13	15	-2	7	-1.0

4 entries out of the list above, sorted by the value under RXFP1 antagonist, descending:
compound,RXFP1 antagonist
COc1ccc(S(=O)(=O)N2CCOCC2)cc1NC(=O)/C=C/c1ccccc1,6
O=C(N/N=C/c1ccc([N+](=O)[O-])cc1)c1c[nH]c2ccccc12,-2
CCOC(=O)CNC(=O)CSc1ccc(-c2nc3ccccc3[nH]2)cn1,-3
CC(=O)Nc1ccc(Oc2cc(N)cc([N+](=O)[O-])c2)cc1,-7

Later entries:
SMILES	D2 agonist	RXFP1 antagonist	D1 PAM	D1 ag	D2 potentiator	D2 antagonist	TRHR enhancer	D1 antag	TRHR ag
C=C(C)Cn1c(C)cc(C)c(S(=O)(=O)c2ccccc2C)c1=O	2.4	-15	-8	3	-5	-6	2	-14	0.2
COc1ccc(S(=O)(=O)n2nc(C)cc2C)c(C)c1C	-0.1	-8	-6	0	4	-1	-1	1	-0.5
Cc1cc(C)c2nc(N(Cc3cccnc3)C(=O)c3cccs3)sc2c1	0.2	-23	6	4	5	.	3	.	0.2
CCOC(=O)c1c(C)[nH]c(CCC(=O)NCCCN2CCN(c3ccc(F)cc3)CC2)c1C	3.9	-26	-6	0	.	.	-4	-37*	0.3
Cc1ccc(OCCCC(=O)N(C)CC(=O)Nc2ccccc2Br)cc1	-0.9	-1	-10	4	4	-2	-5	-3	0.1
COc1ccc(-c2cc(NCc3ccc(C)cc3)n3cnnc3n2)cc1	1.7	.	-2	0	17	.	6	-8	-1.1
CCOc1ccc2c(c1)c1nnc(SCC(=O)N3CCC(C)CC3)nc1n2C	0.7	6	-2	1	-7	0	4	-11	0.2
COc1ccc(N2CC(NS(=O)(=O)c3cccnc3)CC2=O)cc1OC (stereo not drawn)	0.0	1	-3	7	20	7	1	-1	-0.8
COc1ccc(CCNc2oc(-c3ccc(OC)c(OC)c3)nc2C#N)cc1	1.6	14	4	0	6	8	8	7	-1.3
C/C(CC(=O)Nc1ccc([N+](=O)[O-])cc1)=N\NC(=O)c1ccccc1O	1.1	9	1	0	6	-7	3	-11	0.4
COc1cc(/C=N/Nc2ccc(Cl)cc2)ccc1OC(=O)c1cccs1	-1.0	4	-6	-1	-6	5	1	0	-1.1
Cc1ccccc1C(=O)N1CCN(c2nc(N3CCOCC3)nc(N3CCOCC3)n2)CC1	0.5	-9	-1	1	-7	-15	-8	12	0.0
Fc1ccc(OCc2nn3cnnc3s2)cc1	0.2	13	-7	4	7	-4	-3	-3	-0.1
COc1ccccc1NC(=O)Cc1nnc(SCC(=O)Nc2ccccc2F)n1C	-0.2	-13	-3	1	5	0	0	-3	-0.3
COc1cc([C@@H]2c3cc4c(cc3[C@@H](O)[C@@H](CO)[C@@H]2CO)OCO4)cc(OC)c1O[Si](C)(C)C(C)(C)C	0.1	.	3	6	10	-24	-1	0	0.4
N#Cc1cc2c(=O)n3ccccc3nc2n(Cc2ccco2)c1=NC(=O)c1ccco1	-0.8	2	1	0	3	5	-2	4	1.2
CCC1CCCCN1C(=O)Nc1ccc(F)cc1 (stereo not drawn)	-0.6	2	-6	5	24	-9	-2	-9	-2.0
CC#CCCc1nc2ccccc2c(=O)n1N	-0.2	.	-2	0	-10	3	-2	-2	0.0
CC(C)(C)Nc1ncnc2sc(-c3ccccc3)cc12	0.3	-24	4	1	2	-9	0	-7	-0.7
O=S(=O)(NCCOCC(F)(F)C(F)F)c1ccc2oc3ccccc3c2c1	0.0	-9	-6	7	0	-9	-9	-8	-1.2

Pulled by compound from the entries so far (two):
SMILES	D2 agonist	RXFP1 antagonist	D1 PAM	D1 ag	D2 potentiator	D2 antagonist	TRHR enhancer	D1 antag	TRHR ag
COc1cc([C@@H]2c3cc4c(cc3[C@@H](O)[C@@H](CO)[C@@H]2CO)OCO4)cc(OC)c1O[Si](C)(C)C(C)(C)C	0.1	.	3	6	10	-24	-1	0	0.4
COc1ccc(N2CC(NS(=O)(=O)c3cccnc3)CC2=O)cc1OC (stereo not drawn)	0.0	1	-3	7	20	7	1	-1	-0.8

Carrying on:
SMILES	D2 agonist	RXFP1 antagonist	D1 PAM	D1 ag	D2 potentiator	D2 antagonist	TRHR enhancer	D1 antag	TRHR ag
CC[C@@]12C(=O)N(c3ccc(OC)cc3)C(=O)N1[C@H](c1ccc(Cl)cc1)[C@@H]1C(=O)N(C3CCCCC3)C(=O)[C@@H]12	-0.5	.	-1	5	-24	-10	-9	0	1.3
CCOC(=O)C1=C(COC(=O)C(C)(C)Oc2ccc(Cl)cc2)NC(=O)NC1C (stereo not drawn)	-0.4	-11	-1	2	-9	0	1	-21	-0.4
CCOC(=O)/C(C#N)=C/c1c(Oc2cc(C)cc(C)c2)nc2ccccn2c1=O	-1.0	.	-7	7	-1	-7	-2	1	-1.0
CCOc1ccc(CN(C(=O)c2cc3ccccc3oc2=O)C2CCS(=O)(=O)C2)cc1 (stereo not drawn)	0.0	-6	8	2	-3	-17	0	0	0.1
Cn1ccnc1C(O)(c1ccccc1)c1nccn1C	-0.9	-2	1	2	1	-21	0	12	0.8
Cc1cccc(N2CCN(C(=O)c3cccc(-n4c(C)nc5cccnc54)c3)CC2)c1C	-0.9	-2	-2	2	6	.	5	0	-0.7
COc1ccc(CCNC(=O)CCCn2c(=O)c3ccccc3n(Cc3c(C)cc(C)cc3C)c2=O)cc1OC	-0.3	.	2	0	-4	.	-6	-5	2.2
NC(=O)C1CCN(C(=O)c2cnn(-c3ccccc3)c2NC(=O)c2cccc(F)c2)CC1	-2.2	-15	-6	1	25	-35	1	-11	-0.9
Cc1ccc(Cl)c2c1NC(=O)C2(O)CC(=O)c1ccc(F)cc1 (stereo not drawn)	0.2	0	0	3	0	12	1	4	-0.3
C=CCc1cccc2cc(C(=O)N3CCN(C(=O)c4ccco4)CC3)c(=O)oc12	0.4	-10	-6	1	9	7	9	-6	0.0
Cc1cnc(C(=O)OCC(=O)NC(=O)c2ccccc2)cn1	0.0	-7	0	2	5	-25	4	2	-0.1
COC(C/C=C\[C@@H](O)COCc1ccccc1)OC	0.5	.	2	4	7	6	0	-6	-0.3
O=C(Cc1cccs1)NCc1cccnc1	0.4	0	-1	1	-3	-4	-2	7	0.2
CCOc1ccc(NC(=O)c2cc(C)nc3c2c(C)nn3-c2cccc(F)c2)cc1	0.8	0	-6	5	-3	.	7	-8	-0.3
COc1c(F)c(F)c(C(=O)Nc2ccc(N3CCN(Cc4ccccc4)CC3)cc2)c(F)c1F	0.0	-7	-4	0	9	-13	1	.	0.6
Cc1nc(C)n(CC(O)COc2ccc3cc(Br)ccc3c2)n1 (stereo not drawn)	0.2	9	-11	47*	10	19	44*	-32*	-0.6
O=C(/C=C/c1cccc(Cl)c1)c1ccc([N+](=O)[O-])o1	1.2	.	-6	-1	2	-4	7	-7	1.5
CCn1c2ccccc2c2cc(NC(=O)Nc3ccc([N+](=O)[O-])cc3C)ccc21	-0.5	.	-5	0	6	1	-2	1	-0.5
CCCCn1c(N)c(N(CCOC)C(=O)C2CCN(C(=O)c3ccc(Cl)cc3)CC2)c(=O)[nH]c1=O	0.4	-10	-2	1	1	3	-1	7	0.1
